SIRT5 inh = SIRT5 desuccinylase inhibitors, primary screen, biochemical, fluorescence imaging, single point, set 5; Purified SirT5, succinyl-peptide AMC, trypsin-coupled fluorescence; inhibition, % at 15 µM; hit rate 1.1% among 330,000; NAD-dependent protein deacylase sirtuin-5, mitochondrial (Homo sapiens), Q9NXA8; AID 652115, 2013; in the data active = inhibition above about 15%
Target sequence (Q9NXA8 whole entry, looked up): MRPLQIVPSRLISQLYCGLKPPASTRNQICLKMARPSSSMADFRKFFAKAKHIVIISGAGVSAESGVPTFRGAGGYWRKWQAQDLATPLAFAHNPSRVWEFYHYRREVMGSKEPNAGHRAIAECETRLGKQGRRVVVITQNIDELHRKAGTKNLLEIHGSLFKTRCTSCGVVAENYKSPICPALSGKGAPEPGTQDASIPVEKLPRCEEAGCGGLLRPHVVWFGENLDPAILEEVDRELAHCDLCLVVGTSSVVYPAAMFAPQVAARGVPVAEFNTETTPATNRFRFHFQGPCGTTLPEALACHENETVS
FN deposit inh = inhibitors of fibronectin matrix deposition, primary screen, AH1F cells, Alexa488-fibronectin fluorescence, plate reader; AH1F fibroblasts, overnight; inhibition, % at 12.6 µM; hit rate 0.086% among 350,000; AID 743247, 2014;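 active = mean inhibition across replicates of 30% or more, regardless of how many single replicates reach that level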;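 also: positive control wells lacked labelled fibronectin entirely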
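Material: AH1F fibroblast monolayer depositing Alexa488-labelled fibronectin into matrix | Input: 10000 AH1F cells/well | Medium: DMEM plus 2% serum, read in PBS | Reagent: Alexa488-fibronectin, 24 nM final in well | Compound dosing: One dose per compound, pinned | Schedule: 1 h adhesion, overnight exposure | Measured by: Fluorescence at 485 nm excitation, 525 nm emission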
S100A4 MyoIIA = inhibitors of S100A4-myosin IIA peptide binding, primary screen, biochemical, fluorescence polarization, TAMRA-MyoIIA peptide | inhibition, % at 10.7 µM | hit rate 0.14% among 360,000 | AID 652163, 2013;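 active = mean inhibition of at least 70% across replicates, with every replicate also reaching that level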
Target sequence (P26447 whole entry, looked up): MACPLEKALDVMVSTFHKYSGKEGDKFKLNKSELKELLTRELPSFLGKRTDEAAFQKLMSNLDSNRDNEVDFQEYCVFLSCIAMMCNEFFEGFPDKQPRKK
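incubation = readout 5 min after mixing, signal stable up to 60 min | system = S100A4 monomer protein | buffer or medium = HEPES pH 7.2 with CaCl2, KCl, NaCl, DTT, Triton | benchmarks = neutral control DMSO, positive control TFP | also added = fluorescent myosin IIA peptide, 5 nM | compound dosing = one concentration per compound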
LGR2 inh = inhibitors of bursicon-induced LGR2 CRE-luciferase signal, primary screen, cell-based, HEK293, CRE-luciferase reporter, bursicon stimulation | hit rate 0.35% among 380,000 | inhibition, % at 9.99 µM | bursicon-stimulated, 4 h;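 active = drop in luminescence signal, shown as inhibition above about 50% in the replicate tests, limit read from the data, passing the limit was not always enough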;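 also: agonist challenge used bursicon conditioned medium at about half maximal strength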
Casp6 inh = human caspase-6 inhibitors, primary screen, biochemical, VEID-R110 fluorescence, single point, set 2; purified caspase-6, Z-VEID-R110 cleavage fluorescence; inhibition, % at 12.5 µM; hit rate 0.53% among 350,000;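 active = mean inhibition across replicates at least about 35%, with every replicate also reaching that limit, limit read from the data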;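 also: 0% = median of neutral control wells and 100% = no fluorescence left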
Target sequence (P55212 24-179 limits assumed): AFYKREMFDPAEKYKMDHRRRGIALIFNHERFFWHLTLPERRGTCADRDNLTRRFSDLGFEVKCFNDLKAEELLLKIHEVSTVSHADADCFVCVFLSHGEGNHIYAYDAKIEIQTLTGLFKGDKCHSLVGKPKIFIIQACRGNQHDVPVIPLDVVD
Target sequence (P55212 194-293 limits assumed): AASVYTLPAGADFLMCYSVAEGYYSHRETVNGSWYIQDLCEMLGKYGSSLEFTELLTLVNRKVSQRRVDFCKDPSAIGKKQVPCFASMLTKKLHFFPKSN
esBAF inh = Bmi1 luciferase reporter increase in mESCs, primary screen, esBAF inhibitor project, mouse ES cells, Bmi1 luciferase knock-in, single point; AID 602393, 2012; 24 h; 100% = twice the neutral-well signal; hit rate 2% among 350,000; reporter increase, % at 12.5 µM; in the data active = activation above about 40%;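 also: 0% = median of the plate's neutral control wells and 100% = double that signal; a rise in the Bmi1 reporter signal indicates esBAF inhibition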
Statin myotox sup = suppressors of statin myotoxicity in C2C12 myotubes, primary screen, cell-based, single point, plate reader; rescue of ATP level, % at 7.49 µM; hit rate 0.78% among 330,000; C2C12 myotubes + simvastatin, ATP luminescence, 48 h; scaled: DMSO 0, geranylgeraniol control 100;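 active = mean ATP rescue above about 67%, or every replicate alone reaching that limit, limit read from the data, passing the limit was not always enough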;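 also: myotubes were challenged with 10 µM simvastatin during compound exposure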
An asterisk follows results filed as active; / = not tested or not shown; & = joins results of further samples. A portion of the library; the hit share may differ from the screen's.

SMILES	SIRT5 inh	FN deposit inh	S100A4 MyoIIA	LGR2 inh	Casp6 inh	esBAF inh	Statin myotox sup
CC(=O)[C@@]1(O)CCC2C3CC[C@H]4C[C@@H](O)CC[C@]4(C)C3CC[C@@]21C (stereo not given in full)	-3	4	0	10	-1	-4	-3
O=S(=O)(Nc1cccc(S(=O)(=O)N2CCCC2)c1)c1cccc(Br)c1	-1	7	-4	7	5	-4	2
CC(C)N1CCC(N2CCN(Cc3ccc(C#CC(C)(C)O)s3)CC2CCO)CC1 (stereo not given)	1	-2	0	-2	-22	/	/
Cc1ccc(NC(=O)CCn2c(=O)[nH]c3ccsc3c2=O)cc1F	-1	-3	1	-12	/	-5	7
Cc1nn(CC(=O)NC(C)c2ccccc2)c(C)c1[N+](=O)[O-] (stereo not given)	2	/	-3	16	/	/	/
CCOC(=O)C(C)Oc1cccc2c(=O)n(CC(=O)NCc3ccc4c(c3)OCO4)ccc12 (stereo not given)	-5	/	-2	2	-1	-3	5
CCC(=O)N1CCc2cc(Br)cc(S(=O)(=O)NCCN3CCCCC3C)c21 (stereo not given)	/	-5	/	/	/	2	3
O=C1Nc2ccccc2N(O)N1c1cc(-c2ccccc2)[nH]n1	3	21	-11	-1	2	/	/
CCCc1ccc(Oc2cc(N3CCOCC3)nc(-c3ccccc3)n2)cc1	-3	/	1	14	2	4	-41
COc1ccc2c(c1)C(C)=CC(C)(C)N2C(=O)CSc1nnc(-c2ccc(C)cc2)o1	/	-12	/	/	/	-3	-3
O=C1c2ccccc2C(=O)N1CN(C(=O)c1ccccc1)c1ccc(O)cc1	-4	3	-11	-46	-2	/	/
N#C[C@H]1[C@@H](c2ccccc2-c2cccc(F)c2)[C@@H](CO)N1C(=O)CN1CCOCC1	-5	-3	17	-6	-1	/	/
CO[C@@H]1CN(C)C(=O)c2cc(NC(=O)C3CCCC3)ccc2OC[C@@H](C)N(C(=O)CC2CC2)C[C@@H]1C	-3	/	-8	-8	1	-2	5
COc1ccc(CC(NC(C)=O)C(=O)NC2CCN(C(=O)NCc3ccccc3)CC2)cc1 (stereo not given)	-2	/	-3	-2	1	16	-2
O=C(/C=C/c1c(F)cccc1Cl)NCc1ccco1	-3	-1	-3	-38	-1	/	/
COC(=O)C[C@H]1CC[C@H]2[C@@H](COC[C@@H](O)CN2S(=O)(=O)c2ccc(F)cc2)O1	1	-4	4	8	/	4	-10
C[C@@H]1CN([C@H](C)CO)C(=O)Cc2cc(NC(=O)C3CCCCC3)ccc2O[C@@H]1CN(C)Cc1ccc(Oc2ccccc2)cc1	10	/	3	28	2	0	-54
O=C(OCCCN=C1NS(=O)(=O)c2ccccc21)c1ccccc1	1	2	-1	5	-1	-2	5
O=C1CCCc2c1cc(-c1ccccc1)n2-c1ccc(O)cc1	-1	4	0	6	1	/	/
CCOC(=O)N/N=C(/C)c1cccc(-n2cnnn2)c1	-4	-4	4	-22	-2	0	3
COc1cc([N+](=O)[O-])ccc1-c1ccc(/C=C2\C(=O)ON=C2c2ccccc2)o1	1	9	0	-3	5	/	/
CCCC#Cc1ccc(CC[C@H]2O[C@H]3CC[C@@H](CO)O[C@H]3C[C@H]2NC(=O)CN2CCOCC2)cc1	-2	/	3	/	1	/	/
C[C@H]1CN([C@@H](C)CO)C(=O)CCCn2nncc2CO[C@H]1CN(C)S(=O)(=O)c1ccc(-c2ccccc2)cc1	4	4	-4	-4	2	1	32
Cc1ccc(OCCSc2nc3ccccc3n2CC(=O)O)cc1	16*	-2	-2	-4	12	-4	4
Cc1ccccc1-c1ccc(C2[C@H]3CNC[C@@H]2N3C(=O)Nc2ccc(C(F)(F)F)cc2)cc1 (stereo not given in full)	0&5	-5&-11	9&24	-6&-7	-1&6	/	/
SMILES	SIRT5 inh	FN deposit inh	S100A4 MyoIIA	LGR2 inh	Casp6 inh	esBAF inh	Statin myotox sup
O=S(=O)(Cc1ccccc1)NCC[C@@H]1CC[C@@H](NS(=O)(=O)c2ccccc2)[C@@H](CO)O1	2	/	0	-19	-1	2	1
COc1ccc(CN(C)C[C@@H]2Oc3ccc(NC(=O)C4CCCCC4)cc3CC(=O)N([C@H](C)CO)C[C@@H]2C)cc1	2	/	-2	4	0	0	-12
NC(=O)CC(NC(=O)Cc1cccc2ccccc12)c1ccc(NCCN2CCCC2)c([N+](=O)[O-])c1 (stereo not given)	-2	11	5	/	-5	-3	-2
COc1ccc(COc2cc(-c3cccc(OC)c3)nc3ccc(NC(C)=O)cc23)cc1	/	5	-6	-2	-3	/	/
O=C1[C@H]2[C@@H](c3ccc(F)cc3)N3C(=O)N(c4cccc(Br)c4)C(=O)[C@@]3(Cc3ccccc3)[C@H]2C(=O)N1C1CCCCC1	/	0	2	6	-1	4	15
COc1ccc(NC(=O)N(C)C[C@@H]2Oc3ccc(NS(=O)(=O)c4ccc(C)cc4)cc3C(=O)N([C@@H](C)CO)C[C@H]2C)cc1	/	/	/	7	/	-20	1
O=C(c1cnn2c1NC(c1ccc(Br)cc1)CC2C(F)(F)F)N1CCN(C23CC4CC(CC(C4)C2)C3)CC1 (stereo not given)	/	-5	/	/	/	5	0
COc1ccc(CN2CCN(Cc3c[nH]c4ccccc34)CC2)cc1	-3	-1	-9	-17	-3	12	-9
COc1ccc(S(=O)(=O)NCc2c(-c3ccccc3)noc2C)c(OC)c1	1	-3	-2	10	-1	/	/
Cc1ccc(C)c(CN2CCSCC2)c1	0	7	-4	9	0	2	4
COc1ccc(NS(=O)(=O)c2c(C)[nH]c(=O)[nH]c2=O)c(OC)c1	/	21	/	/	/	5	1
CCSc1ccccc1C(=O)Nc1ccc(S(=O)(=O)NC(C)=O)cc1	1	6	0	-6	5	-7	9
COc1ccc(C#Cc2ccc([C@@H]3[C@H]4CN(C(C)=O)CC(=O)N4[C@H]3CO)cc2)cc1	-1	/	-9	10	/	/	/
O=C(CO/N=C/c1ccccc1OC(F)F)NC1CCCC1	-4	1	1	7	-3	-5	1
Cc1cc(C)nc(/N=C(\NC(=O)C(C)(C)C)Nc2ccc(F)cc2)n1	-2	3	-6	/	-1	/	/
O=C(C[C@H]1CC[C@@H]2[C@H](COC[C@@H](O)CN2S(=O)(=O)c2cccc(Cl)c2)O1)NCCCN1CCOCC1	/	-4	/	1	/	-9	12
CN=C1S/C(=C\c2ccc(OCC(=O)OC)c(OC)c2)C(=O)N1C	-2	0	-3	-6	-2	-1	-14
Cc1ccc(N(CC(=O)N2CCN(c3ccc(F)cc3)CC2)S(=O)(=O)c2c(C)nn(C)c2C)cc1	-7	-5	-4	14	0	2	-18
CCCCC1=CC2=C(c3ccco3)C(=O)C(C)(OC(=O)c3ccc(OC)cc3)C(=O)C2=CN1CCc1ccccn1 (stereo not given)	/	-9	-4	3	/	-8	-3
COc1ccc(-c2noc(CCC(=O)N3CCN(c4ccccc4C(F)(F)F)CC3)n2)cc1	2	/	10	20	8	-9	0
Cc1cc(C(=O)OCC(=O)Nc2cc(Cl)ccc2C)c(C)o1	-13	-1	-4	6	-1	2	-1
O=C(C[C@H]1CC[C@H]2[C@@H](COC[C@@H](O)CN2C(=O)Nc2cccc(Cl)c2)O1)NCCCN1CCOCC1	0	-3	0	-11	-1	9	-5
C=CCN=C1NC(c2ccc(C(F)(F)F)cc2)C(C(=O)OC)=C(C)N1C (stereo not given)	/	5	-3	5	-4	/	/
O=C1C=C(NCc2ccccc2)C2(CCCCC2)O1	/	-1	/	/	/	-2	3
CC(C)c1ccc(/C=N/NC(=O)c2ccccn2)cc1	1	-4	-2	75*	-3	/	/

Compound profiles, from the list above. Values in the order: SIRT5 inh, FN deposit inh, S100A4 MyoIIA, LGR2 inh, Casp6 inh, esBAF inh, Statin myotox sup
CCCCC1=CC2=C(c3ccco3)C(=O)C(C)(OC(=O)c3ccc(OC)cc3)C(=O)C2=CN1CCc1ccccn1 (stereo not given) is listed as /, -9, -4, 3, /, -8, -3
CCC(=O)N1CCc2cc(Br)cc(S(=O)(=O)NCCN3CCCCC3C)c21 (stereo not given) is listed as /, -5, /, /, /, 2, 3
CC(=O)[C@@]1(O)CCC2C3CC[C@H]4C[C@@H](O)CC[C@]4(C)C3CC[C@@]21C (stereo not given in full) is listed as -3, 4, 0, 10, -1, -4, -3

The main list resumes with the two entries that preceded the break.
SMILES	SIRT5 inh	FN deposit inh	S100A4 MyoIIA	LGR2 inh	Casp6 inh	esBAF inh	Statin myotox sup
O=C1C=C(NCc2ccccc2)C2(CCCCC2)O1	/	-1	/	/	/	-2	3
CC(C)c1ccc(/C=N/NC(=O)c2ccccn2)cc1	1	-4	-2	75*	-3	/	/
CC(C)C[C@H]1CN([C@@H](CC(C)C)CN2CCC[C@H]2CN2C(=O)C(=O)NC[C@@H]2Cc2ccccc2)C(=O)C(=O)N1CCc1ccccc1	-2	2	-4	-11	-1	/	/
COc1ccc(S(=O)(=O)Nc2cccc(-c3ccc4nncn4n3)c2)c(OC)c1	1	0	-2	-6	2	-8	-6
C[C@@H]1CN([C@H](C)CO)C(=O)c2cc(NC(=O)Nc3ccc4c(c3)OCO4)ccc2O[C@H]1CN(C)S(=O)(=O)c1ccccc1	1	/	1	-9	1	-2	/
COc1ccc(NC(=O)C(NC(C)=O)C(=O)NCc2ccccc2)cc1 (stereo not given)	/	/	/	-10	/	-7	18
Cn1c(=O)c(C(=O)COc2ccc(C#N)cc2)c(N)n(Cc2ccccc2)c1=O	-5	-7	4	0	2	5	5
Cc1n[nH]c(C)c1NC(=O)c1cc([N+](=O)[O-])ccc1Cl	-3	4	-4	1	-1	0	6
O=C(OCc1ccccc1)N1Cc2ccnnc2CC1c1ccccc1-c1ccc(C(F)(F)F)cc1 (stereo not given)	0	-5	-2	4	-2	/	/
COc1ccc2c3c(n(C)c2c1)[C@H](CO)N(C(=O)Nc1ccc(F)cc1)CC31CCN(C(=O)Nc2c(C)noc2C)CC1	4	-4	14	9	1	/	/
C[C@@H]1CN([C@H](C)CO)C(=O)c2cc(NS(=O)(=O)c3cn(C)cn3)ccc2O[C@H]1CN(C)CC1CC1	13	/	-1	3	-1	-2	0
COC(C[C@H](O)[C@H](C)[C@@H](O)COCc1ccccc1)OC	/	14	-2	2	/	-5	-3
CC(=O)C1=C(C)NC(=O)NC1c1cccc([N+](=O)[O-])c1O (stereo not given)	0	5	-2	-13	2	/	/
CC(C)CC1Nc2ncnc(N3CCN(c4ccccc4)CC3)c2N(Cc2ccccc2)C1=O (stereo not given)	1	-11	-12	30	1	4&-3	-1&15
COc1ccc2c3c(n(C)c2c1)[C@@H](CO)N(C(=O)c1ccccn1)CC31CCN(C(=O)Cc2ccccc2)CC1	1	/	-5	1	6	/	/
O=C(Nc1ccccc1F)N1CC2(C1)[C@@H](c1ccccc1)[C@@H](CO)N2C(=O)CC1CC1	-2	/	-2	-1	-1	/	/
CN1C(C(=O)NCc2ccc(OC(F)(F)F)cc2)CC2Cn3c(nc4cc5ccccc5cc43)C21 (stereo not given)	/	-4	2	26	0	-2	7
O=C(Nc1ccc(C(F)(F)F)cc1)N1[C@@H]2CNC[C@H]1C2c1ccc(-c2ccccc2)cc1 (stereo not given in full)	5	-2&0	15	-6&-2	/	/	/
COCC(=O)Nc1ccc2c(c1)C(=O)N(C)C[C@@H](OC)[C@H](C)CN(CCC(F)(F)F)[C@@H](C)CO2	0	11	-6	6	2	-3	13
C[C@H](CO)N1C[C@H](C)[C@@H](CN(C)Cc2ccc(C(F)(F)F)cc2)Oc2ccc(NC(=O)CCN3CCOCC3)cc2C1=O	-3	-1	4	-7	-3	-1	2

From PubChem
